# Assay outcomes as filed in PubChem.
# Tb PFK inh: T. brucei PFK enzyme inhibition. 330,000 compounds, 0.17% hits. Potency, µM (series often up to 57.5 µM), without a hit: at the top dose activity, negative = inhibition, hits mostly inhibitors. AID 485367. T. brucei PFK, ADP-Glo luminescence;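 also: potency is read from the fitted curve at half-maximal effect; 0% = uninhibited 1x PFK enzyme wells and -100% = no-enzyme wells; nearly all actives have a fitted effect of over 60% in size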
# Target sequence (O15648 whole entry, looked up): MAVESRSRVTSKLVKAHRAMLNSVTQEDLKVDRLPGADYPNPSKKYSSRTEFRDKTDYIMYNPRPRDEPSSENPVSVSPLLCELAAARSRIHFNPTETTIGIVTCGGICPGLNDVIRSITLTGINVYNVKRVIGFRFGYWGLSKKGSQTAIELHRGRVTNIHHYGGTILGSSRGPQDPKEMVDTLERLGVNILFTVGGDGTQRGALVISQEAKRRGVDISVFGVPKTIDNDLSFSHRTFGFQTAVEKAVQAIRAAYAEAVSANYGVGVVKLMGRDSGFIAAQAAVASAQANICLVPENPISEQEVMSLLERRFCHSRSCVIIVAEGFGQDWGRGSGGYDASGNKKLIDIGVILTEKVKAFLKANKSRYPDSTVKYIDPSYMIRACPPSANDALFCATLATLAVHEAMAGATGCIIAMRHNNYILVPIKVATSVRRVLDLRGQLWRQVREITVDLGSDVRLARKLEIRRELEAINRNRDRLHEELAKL
#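 Compounds were pin-transferred as a titration series up to 57 uM into substrate buffer (0.5 mM F6P, 0.1 mM ATP, pH 8.0), then 1.25 nM PFK was added and reactions ran 45 min before ADP-Glo detection.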
# Giardia killer: kills Giardia lamblia. Giardia lamblia trophozoite viability. activity change, % at 7.66 µM, hits read low. 340,000 compounds, 0.15% hits. AID 540267; in the data active = activity change below about -80%; inconclusive = between about -30% and that limit;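 also: parasites exposed to compound for two days anaerobically before the ATP read; % is scaled to controls: 0 for no effect and ±100 for the full control effect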
#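 Luminescent ATP signal served as the viability read-out, measured 15-30 min after adding ATP detection reagent to trophozoites that had been incubated with compounds for 48 hrs at 37 deg C anaerobically at 100 cells/well.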
# TCR activator: T cell receptor activation; 330,000 tested, under 10 active; primary human leukocytes, anti-CD3, IL-2 HTRF, 48 h; Potency, µM (highest dose often 9.22 µM), without a hit: top-dose activation of IL-2 secretion, most hits filed as activators; also: % of control where 0% means no effect
#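 Primary human leukocytes receive a-CD3 beads and test compound and are incubated 48 hr. Secreted IL-2 is then assayed by HTRF, measuring 665nm acceptor emission after 320nm excitation of the europium donor.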
# MLL CXXC-DNA inh: blocks binding of human MLL CXXC domain to DNA. 290,000 compounds, 0.037% hits. Potency, µM (top dose mostly 115 µM), without a hit: at the highest dose activity change, negative = inhibition, most hits filed as inhibitors. MLL-CXXC / FITC-HOXA9 DNA fluorescence polarization. Q03164; active = well fitted inhibition curve with a large enough effect in the polarisation, with a control signal flat, not every such curve was filed as active; inconclusive = small, poorly fitted or top-dose-only effect, or effect the other way, or a change in a side signal; inactive = no such curve, though single readings can be large or run the other way; the % refers to the polarisation; also: potency is read from the fitted curve at half-maximal effect
#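 Steps: dispense CXXC domain solution (7 uM) → pin compounds or unlabeled HOX-A9 DNA control → 5 min ambient → add FLSN-HOX-A9 solution (50 nM) → spin → 30 min ambient → fluorescence polarization. Tris pH 7.5/NaCl/DTT/BSA buffer.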
# GALK inh: inhibitors of human galactokinase; P51570; Purified GALK, Kinase-Glo residual ATP luminescence; Potency, µM (doses to about 57.5 µM), for the others: at the highest dose activity change, negative = inhibition, usual class: inhibitors; 270,000 compounds, 0.007% hits; AID 1868; also: potency is read from the fitted curve at half-maximal effect; % is scaled to controls: 0 for no effect and ±100 for the full control effect
# Target sequence (P51570 whole entry, looked up): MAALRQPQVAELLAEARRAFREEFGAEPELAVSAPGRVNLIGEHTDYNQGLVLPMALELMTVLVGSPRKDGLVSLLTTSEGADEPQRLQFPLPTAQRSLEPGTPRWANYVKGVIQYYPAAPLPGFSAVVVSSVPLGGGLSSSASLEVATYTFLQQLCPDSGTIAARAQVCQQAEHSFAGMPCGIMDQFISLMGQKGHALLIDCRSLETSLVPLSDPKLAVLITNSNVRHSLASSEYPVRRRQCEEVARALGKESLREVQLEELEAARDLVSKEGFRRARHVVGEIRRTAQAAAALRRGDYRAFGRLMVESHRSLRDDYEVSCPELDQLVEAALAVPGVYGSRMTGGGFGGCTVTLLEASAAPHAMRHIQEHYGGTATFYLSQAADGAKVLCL
#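 ATP-depletion format; final 35 uM ATP, 100 uM D-galactose, 5 nM enzyme; pH 8.0 HEPES/Mg2+ buffer; 60 min RT; luminescence read 10 min after detection reagent.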
# FBPA coupling cs: coupling enzyme interference in Giardia aldolase counter-screen; coupling enzyme system counterscreen, AmpLite Red fluorescence; activity change, negative = inhibition, % at 58.2 µM, hits read low; 290,000 compounds, 0.67% hits; in the data active = activity change below about -30%; also: % is scaled to controls: 0 for no effect and ±100 for the full control effect
#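 Activity here indicates interference with the coupling reaction, not aldolase inhibition. Compounds at 57.5 uM final met coupling enzymes for 10 min at RT; substrate and AmpLite Red detection followed, with a 525/598 nm fluorescence read after 20 min.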
# KCNH2 WT inh: KCNH2 (human, wildtype) channel inhibition; U2OS, BacMam KCNH2, thallium flux FluxOr; hits give low values; activity change, % at 1.84 µM; Q12809; 340,000 compounds, 0.37% hits;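 active = maximum activity change below -70%; inconclusive = maximum activity change between -70% and -50%; inactive = maximum activity change above -50%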; also: % is scaled to controls: 0 for no effect and ±100 for the full control effect
#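 U2OS cells transduced with wild-type KCNH2 virus are loaded with FluxOr dye for 45 min, and thallium flux is measured in kinetic reads before and after stimulation buffer. Rate constants are normalized to DMSO controls.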
# AT treatment: candidate therapy for ataxia-telangiectasia | AID 485349 | Potency, µM (top dose mostly 57.5 µM), for inactives: at the highest dose activation, most hits filed as activators | […] A-T fibroblasts, KAP-1 phosphorylation AlphaLISA; neocarzinostatin DNA damage 30 min before lysis | 320,000 compounds, 0.19% hits; also: potency is read from the fitted curve at half-maximal effect; % of control where 0% means no effect; nearly all actives have a fitted effect of over 45% in size
#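 ATM-like activity read as KAP-1 phosphorylation via AlphaLISA donor/acceptor antibody pairs after lysis and 6 hr at 25C. Cells were ATM-null patient fibroblasts ([…], hTERT), dosed 60 min, then exposed to the DSB inducer NCS for 30 min.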
# TSHR antagonist: blocks TSH signaling through the human TSH receptor | P16473 | TSHR-expressing cells, TSH-stimulated cAMP HTRF, 2 h; hits give low values | activity change, negative = inhibition, % at 11.5 µM | 330,000 compounds, 0.2% hits | AID 504810;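 active = activity change below a set negative limit, meaning inhibition stronger than a set level, cut at about -70% in these data; inconclusive = activity change between two set negative limits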; also: % is scaled to controls: 0 for no effect and ±100 for the full control effect
#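 Freshly harvested TSHR cells receive pin-tooled compound, then EC80 TSH at 4nM final. After 2 hours at 37 deg C, antibody in lysis buffer and cAMP-d2 are added; 30 minutes at ambient temperature precede the HTRF read.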
# BCR signal inh: chronic active BCR signaling inhibition. 340,000 compounds, 0.05% hits. ABC-DLBCL IkBa-CBG/CBR reporter, luminescence ratio, 4 h. AID 493014. Potency, µM (top dose mostly 46.1 µM), for the others: at the highest dose ratio change, negative = lower green/red ratio, hits mostly inhibitors; active = well fitted inhibition curve with a large enough effect in the signal ratio, with a control signal flat, not every such curve was filed as active; inconclusive = small, poorly fitted or top-dose-only effect, or effect the other way, or a change in a side signal; the % refers to the signal ratio;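 also: potency is read from the fitted curve at half-maximal effect; plate controls were basal doxycycline-induced cells for no effect and cells given 10 µM MG132 for full effect; MG132 reads +100%, hits lower the ratio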
#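 Compounds up to 46 uM were incubated four hours with TMD8 cells whose green CBG68 luciferase is fused to IkappaBalpha; red CBR luminescence normalised the signal, and concentration-effect curves were fitted to fusion, red and ratio data.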
# The depositor's hits bear a star; ? = inconclusive; / = not tested or not shown; & = joins results of further samples; [ ] = remark or other dose. Unless noted, calls follow the shape of the dose curve; as a rule, active = well fitted curve in the direction sought with a large enough effect; inconclusive = small, poorly fitted or top-dose-only effect, or another doubt; inactive = no such curve, though single readings can be large; an effect the other way counts as inactive or inconclusive. Compounds as they come; about 1.6% have a hit in one of these screens.
# The line under a structure holds: BCR signal inh	KCNH2 WT inh	Tb PFK inh	TCR activator	Giardia killer	MLL CXXC-DNA inh	GALK inh	FBPA coupling cs	AT treatment	TSHR antagonist
- S=c1[nH]nc(COc2ccc(Cl)cc2Cl)n1-c1ccccc1
    1%	-8	4%	3%	-5	-7%	-5%	5	-10%	11
- CCOC(=O)N1CCN(C(=O)c2cn(C)c3ccc(S(=O)(=O)N4CCCC4)cc3c2=O)CC1
    1%	-8	-6%	2%	-2	-4%	0%	0	-1%	5
- COc1cccc(C(C#N)N2CCCCC2)c1O (stereo not drawn)
    -5%	-5	-1%	1%	-9	7%	-2%	-17	-2%	-4
- CCc1ccc(-c2n[nH]c(=O)c3ccccc23)cc1
    -1%	-15	0%	3%	-18	5%	-1%	3	-8%	-8
- CC[C@]1(C(=O)OC)[C@H]2C(=O)N(Cc3ccccc3)C(=O)[C@H]2[C@H]2CN=C(SC)N21
    4%	1	0%	1%[46.1 µM]	-24	/	/	/	-4%	-1
- CC(=O)Nc1ccc2[nH]c(C)cc(=O)c2c1
    -10%	8	2%	0%	-18	-9%	0%	0	/	-9
- Cc1cc(NC(=O)CCCN2C(=O)/C(=C/c3ccccc3Cl)SC2=S)no1
    -9%	-14	0%	3%	1	9%	8%	/	6%	-5
- COc1ccc(NCc2nnc(SCC(=O)Nc3ccccc3OC)o2)cc1
    ?	2	1%	0%	?	10%	0%	-2	-5%	2
- Cc1nn(C)c(C(=O)N2CCc3ccccc32)c1Br
    1%	0	4%	-1%[46.1 µM]	16	-2%	0%	0	6%	1
- CCc1c(C)[nH]c2c(C)cccc2c1=O
    -8%	-3	0%	-14%	-10	1%	3%	0	/	0
- CCOC(=O)c1c(C2CCN(C(=O)OCC)CC2)nc2ccccn12
    -2%	4	3%	6%	8	3%	2%	2	13%	-1
- CCCn1c(SCC(=O)Nc2cccc(S(=O)(=O)N3CCCC3)c2)n[nH]c1=O
    -1%	0	-2%	-2%	-21	10%	-2%	0	0%	15
- COc1cc2c(cc1OC)CN(Cc1cccs1)CC2
    ?	3	-6%	-18%	4	-5%	0%	0	2%	6
- O=C(c1ccncc1)N1CCN(C2CCCCC2)CC1
    4%	12	-1%	0%	3	8%	2%	3	-2%[11.5 µM]	3
- O=C(CCNS(=O)(=O)c1cccc(C(F)(F)F)c1)NCc1ccco1
    -3%	-32	-2%	/	0	/	/	/	19%	8
- O=C(NCC1CCCO1)Nc1cc(Cl)cc(Cl)c1 (stereo not drawn)
    1%	-45	0%	0%	15	4%	0%	3	2%	6
- C/C(CC(=O)N(C(C)C)C(C)C)=N\NC(=O)c1ccccc1Br
    ?	13	-3%	1%[46.1 µM]	-11	-6%	/	0	-1%	4
- CC(C)(C)N(C(=O)Cn1nnc(-c2ccc(F)cc2)n1)C(C(=O)NC1CCCC1)c1ccncc1 (stereo not drawn)
    1%	-3	1%	1%[46.1 µM]	-21	-6%	-2%	-2	-8%	2
- COc1ccc(/C=C\c2onc(C)c2S(=O)(=O)N2CCC(C(=O)NCCC(C)C)CC2)cc1
    6%	0	0%	2%	-21	-7%	3%	-1	3%	-5
- C/C(=N\NC(=O)Cc1c(C)[nH][nH]c1=O)c1ccc2ccccc2c1
    -20%	/	0%	3%[46.1 µM]	/	5%	1%	0	4%	-5
- Cn1c(S(=O)(=O)Cc2ccc(Cl)cc2)nc2ccccc21
    0%	-4	-3%	2%	4	1%	-1%	-18	-3%[11.5 µM]	-2
- COc1cc(C#N)c(N=C(SCC#N)N2CCOCC2)cc1OC
    9%	11	-4%	-6%	8	-13%	4%	1	5%	2
- C=CCNCc1cccn1-c1ccccc1
    -1%	-6	0%	/	-14	-4%	2%	1	6%	9
- Cc1cccc(C(=O)NCc2nnc(SCC(=O)Nc3nnc(C)s3)n2C)c1
    -3%	2	0%	11%	7	-2%	4%	4	2%	-5
- NC(=O)SCC(=O)Nc1cccc(Cl)c1
    -3%	3	-9%	9%	5	12%	0%	3	-16%	9
- O=c1[nH]c2ccccc2n2c(=S)[nH]nc12
    13%	-18	-4%	2%	-19	-10%	/	-3	2%	1
- COc1cccc(-c2nc(N3CCN(Cc4ccccc4)CC3)c3ccccc3n2)c1O
    ?	2	0%&1%	8%	25	-4%&-3%	1%&1%	0&1	-2%&2%	-13&-3
- O=C(COc1ccc(Cl)cc1)Nc1ccc(C(=O)NCc2cccnc2)cc1
    5%	-9	?	-4%	-8	2%	-1%	3	0%	-4
- COc1ccc(OCC(=O)Nc2cc(S(=O)(=O)N3CCCC3)ccc2OCC(F)(F)F)cc1
    -1%	5	1%	-1%	6	/	/	/	8%	-17
- O=C(COc1ccc(S(=O)(=O)N2CCCC2)cc1)NCc1cccnc1
    6%	7	2%	-4%	12	6%	2%	-2	2%	-1
- Cc1cc(S(=O)(=O)N(C)CCc2ccccc2)ccc1-n1cnnn1
    -2%	-4	3%	-5%	-6	-4%	1%	-2	4%	-11
- O=C(CN1C(=O)NC2(CCCC2)C1=O)N1CCN(c2ccccc2O)CC1
    -2%	-10	5%	-2%	-20	/	/	/	-3%	10
- COc1cc(-c2[nH]ncc2CN(C)Cc2cc(C)[nH]n2)cc(OC)c1OC
    -14%	-7	1%	10%	-11	-1%	0%	-1	-7%	-1
- COC(=O)c1ccc(CSc2nnc(N)s2)o1
    -28%	-7	0%	/	1	-3%	4%	0	-1%	6
- O=C(Oc1ccc(Oc2ccccc2)cc1)N1CCC(O)CC1
    0%	-1	-1%	-1%	-6	9%	3%	3	-4%	-1
- Cc1ccc(OCC(=O)OCC(=O)Nc2sccc2C(N)=O)cc1C
    -1%	16	-7%	1%[46.1 µM]	3	2%	0%	0	-3%	-22
- Cn1c(=O)c2c(nc(N/N=C/c3cccnc3)n2Cc2ccc(F)cc2)n(C)c1=O
    ?	-3	-15%	4%	15	5%	-2%	1	-1%	-1
- COc1ccc(CNC(=O)c2cc(=O)c3c(C)cc(C)cc3o2)cc1
    ?	18	-1%	-3%	-21	13%	1%	0	1%	-5
- CC(=O)NCCc1ccc(S(=O)(=O)Nc2cccnc2)cc1
    3%	8	2%	2%	11	-7%	1%	2	3%	-3
- CC(/C=N/NC(=O)Cc1cccn1C)=C\c1ccccc1
    -1%	1	1%	2%[46.1 µM]	-5	-2%	1%	1	2%	-3
- COCc1nnc(SCC(=O)NC(C)c2ccccc2)n1-c1ccccc1 (stereo not drawn)
    -1%	9	-3%	0%	3	7%	-4%	0	-1%	1
- O=C(NNS(=O)(=O)c1ccc(Br)cc1)c1ccncc1
    -1%	-6	4%	-3%	-1	1%	-2%	-2	13%	3
- CCCn1c(SCC(=O)c2c(N)n(C3CC3)c(=O)[nH]c2=O)nc2cc(S(N)(=O)=O)ccc21
    5%	28	0%	/	7	/	/	/	0%	-11
- COc1ccc(Cc2noc(CN3CCN(c4ccc(Cl)cn4)CC3)n2)cc1OC
    -18%	-4	-6%	/	2	-9%	5%	-5	7%	-15
- CCC(=O)N1C(C(=O)O)CSC1c1ccc(OC)cc1 (stereo not drawn)
    1%	-21	-4%	-4%	-4	1%	1%	3	6%	-1
- COc1ccc(NC(=O)Nc2nc3ccccc3s2)cc1
    ?	-7	1%	4%	13	1%	-3%	1	3%	-7
- Cc1ccc(NS(=O)(=O)c2c(C)[nH]c(C)c2C(=O)N2CCCCC2)cc1C
    0%	-7	0%	5%	-15	8%	-4%	0	-1%	-13
- CCC(=O)N(Cc1cc(=O)[nH]c2ccccc12)c1ccc(OC)cc1
    -8%	0	0%	8%	2	-12%	1%	4	3%	4
- CCCNS(=O)(=O)c1ccc(OCC(=O)NCC2CCCO2)cc1 (stereo not drawn)
    -11%	2	0%	3%	3	3%	12%	2	-6%	3
- O=C(CCC1CCCN(Cc2ccncc2)C1)NCc1ccc(F)c(F)c1 (stereo not drawn)
    -1%	54	-22%	-1%	-1	-2%	0%	-3	-1%	2

# Other compounds follow:
# The line under a structure holds: BCR signal inh	KCNH2 WT inh	Tb PFK inh	TCR activator	Giardia killer	MLL CXXC-DNA inh	GALK inh	FBPA coupling cs	AT treatment	TSHR antagonist
- Cc1nc2ccc(NC(=O)N3CCCCC3)cc2s1
    -16%	-12	11%	/	12	-4%	-3%	1	2%	4
- Cc1cccc(OCCC(=O)Nc2ccc(N3CCOCC3)cc2N2CCOCC2)c1
    -2%	0	-2%	-25%	-6	/	/	/	4%	4
- O=C(NCCS(=O)(=O)N1CCN(c2ccccc2)CC1)C1CC(=O)N(c2ccc(F)cc2)C1 (stereo not drawn)
    5%&1%	10	-2%	-2%	22	32%[activator]	-1%	-1	0%	0
- O=C(CCc1nc2ccccc2[nH]1)N1CCc2ccccc2C1
    -1%	-1	0%	-4%	23	5%	/	-34*	8%	11
- C=CCN1CCN(C(c2ccccc2)c2nnnn2CCC(C)C)CC1 (stereo not drawn)
    ?	34	1%	5%	11	-1%	-1%	-1	0%	-2
